Bioassay records (PubChem BioAssay)
Kir21 block: inhibitors of mouse Kir2.1 inward-rectifier potassium channel; HEK293-Kir2.1, FluxOR thallium flux fluorescence; active compounds read low; B-score at 10 µM; hit rate 0.85% among 310,000; AID 1672;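 active = fluorescence ratio B-score at or below minus 3 SD of library scores, with starting-brightness B-score within 2 SD, cut at about -4.2 in these data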;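 also: channel flux triggered by added potassium and thallium sulfate stimulus; B-score of peak minus minimum fluorescence over baseline after thallium stimulus; more negative B-score means stronger Kir2.1 block with less thallium influx; some compounds called inactive have numbers as strong as hits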
KCNQ2 inh: KCNQ2 potassium channel inhibitors, primary screen, cell-based, CHO-K1, FluxOR thallium flux, B-score (AID 2156). O88943. 20 min; active compounds read low. B-score at 10 µM. hit rate 1.1% among 310,000;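 active = fluorescence ratio B-score at most minus 3 library SDs, with starting brightness B-score within 2 library SDs, cut at about -5.5 in these data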
Target sequence (O88943 whole entry, looked up): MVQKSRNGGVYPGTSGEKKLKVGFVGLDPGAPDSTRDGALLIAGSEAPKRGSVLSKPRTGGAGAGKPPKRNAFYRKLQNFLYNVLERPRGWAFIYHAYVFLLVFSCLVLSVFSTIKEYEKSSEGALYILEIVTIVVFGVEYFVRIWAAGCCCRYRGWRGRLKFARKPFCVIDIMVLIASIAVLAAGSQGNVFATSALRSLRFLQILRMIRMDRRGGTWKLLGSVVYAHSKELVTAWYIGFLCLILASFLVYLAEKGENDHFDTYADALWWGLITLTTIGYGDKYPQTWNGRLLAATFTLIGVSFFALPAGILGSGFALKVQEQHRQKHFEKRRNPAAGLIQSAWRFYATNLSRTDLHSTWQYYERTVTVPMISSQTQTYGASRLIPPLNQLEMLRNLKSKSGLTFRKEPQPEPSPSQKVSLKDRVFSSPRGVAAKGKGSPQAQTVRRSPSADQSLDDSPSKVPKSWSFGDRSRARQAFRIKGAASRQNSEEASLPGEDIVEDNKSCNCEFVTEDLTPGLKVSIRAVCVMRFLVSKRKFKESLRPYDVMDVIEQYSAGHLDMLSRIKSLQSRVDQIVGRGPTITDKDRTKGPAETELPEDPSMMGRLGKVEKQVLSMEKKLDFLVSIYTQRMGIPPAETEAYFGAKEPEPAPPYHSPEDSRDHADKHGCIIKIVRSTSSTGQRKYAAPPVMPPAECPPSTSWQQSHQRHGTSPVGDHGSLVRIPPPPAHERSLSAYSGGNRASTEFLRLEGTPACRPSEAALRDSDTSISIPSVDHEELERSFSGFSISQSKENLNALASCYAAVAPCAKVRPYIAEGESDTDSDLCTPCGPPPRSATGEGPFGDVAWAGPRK
* = called active by the depositor; i = inactive.

Below each compound: Kir21 block	KCNQ2 inh
1) CC(NC(=O)Cn1nc(C(=O)O)c2ccccc2c1=O)C12CC3CC(CC(C3)C1)C2 (stereo not given)
→ 0.05	i
2) CC(=O)c1cccc(NC(=S)N2CCc3ccccc32)c1
→ 0.92	i
3) Cc1ccc2nc(SCc3cn4cccnc4n3)[nH]c2c1
→ 0.16	i
4) COc1ccccc1NC(=S)NCCc1ccccc1
→ 0.19	i
5) CCOC(=O)CSc1nnc(CNC(=O)c2ccc(OC)cc2)n1C1CCCCC1
→ 1	i
6) Cc1cc(=O)oc2cc(NC(=O)CCCC(=O)O)ccc12
→ -0.84	i
7) Cc1ccc(NC(=O)/C(C#N)=C/c2ccc(C)s2)c(C)c1
→ -0.13	i
8) CCN1C(=O)[C@@H]2[C@@H](c3ccc(-c4ccc(C(C)=O)cc4)cc3)N3CCCC[C@@]3(C(=O)OC)[C@@H]2C1=O
→ 0.79	i
9) Cc1ccc(NC(=O)c2ccco2)c(NC(=O)c2ccccc2C)c1
→ 0.01	i
10) Cc1ccc(N(CC(=O)NCc2ccco2)C(=O)CCC(=O)Nc2ccccn2)c(C)c1
→ -0.33	i
11) COc1ccc(C2=NOC(C(=O)NCc3ccccn3)C2)cc1OC (stereo not given)
→ -2.5	i
12) Brc1cccc(/C=N/Nc2nc(N3CCCCC3)nc(N3CCCCC3)n2)c1
→ 1.9	-6.9*
13) O=C(NCc1ccc(Cl)cc1)C(=O)NCC1CCCN1S(=O)(=O)c1cccs1 (stereo not given)
→ 0.01	i
14) COc1ccc(C2/C(=C(\O)c3ccc4c(c3)OCCO4)C(=O)C(=O)N2c2nc(C)c(C(C)=O)s2)cc1 (stereo not given)
→ 0.11	i
15) COC(=O)C1=C(C(=O)OC)C2(OC1c1cccc(F)c1)C(=O)c1ccccc1C2=O (stereo not given)
→ 1.9	i
16) COC(=O)Cn1c(O)c(N=NC(=O)OC)c2ccccc21
→ 1.6	i
17) Cc1ccc(-n2ccc(-c3nn(-c4ccccc4)ccc3=O)n2)cc1
→ -1.1	i
18) CN(C(=O)COC(=O)CNC(=O)C12CC3CC(CC(C3)C1)C2)c1ccccc1
→ -2.1	i
19) CNC(=O)Nc1ccccc1F
→ -0.92	i
20) CCOC(=O)N1CCN(C(=O)c2cc(C)c3c(C)nn(-c4ccccc4)c3n2)CC1
→ 0.12	i
21) CCCn1nc(-c2nnc(-c3ccc(C)c(C)c3)o2)c2ccccc2c1=O
→ 0.56	i
22) COc1cc(NC(=O)c2cc3nc(-c4ccccc4)cc(-c4ccccc4)n3n2)cc(OC)c1OC
→ -0.33	-7.1*
23) Fc1cc(Br)ccc1NC(=S)Nc1cccnc1
→ 0.27	i
24) CCOc1ccccc1CNC(=O)c1cc2oc3ccccc3c2n1C
→ 0.07	i
25) COc1ccccc1CCC(=O)Nc1ccc2c(c1)CN(Cc1ccc(CO)o1)CC2
→ -0.35	i
26) COC(=O)C(C)Sc1nc2c(cnn2-c2ccc(C)cc2)c(=O)[nH]1 (stereo not given)
→ 0.64	i
27) O=C(CSc1ncccn1)N1CCCC1
→ 1.2	i
28) CC(C)c1ccccc1OCC(=O)Nc1cc(S(=O)(=O)N2CCOCC2)ccc1N1CCCC1
→ 0.17	i
29) N#Cc1cc([N+](=O)[O-])cnc1Nc1ccccc1
→ 0.28	i
30) O=S(=O)(Nc1cccc(-c2ccc3nncn3n2)c1)c1ccc(Cl)s1
→ -0.12	i
31) O=C(CC(=O)N/N=C/c1ccc(O)cc1)N/N=C/c1ccc(O)cc1
→ -0.44	i
32) COc1ccc(OC)c2sc(NC(=O)C(C)C)nc12
→ 2.4	i
33) Cc1ccnn1CC(=O)N/N=C/c1cn[nH]c1-c1ccccc1
→ -0.02	i
34) Cc1cc(C)n(/N=C/c2cccc([N+](=O)[O-])c2)c(=O)c1
→ -0.06	i
35) Cc1ccc(S(=O)(=O)N(C)C)cc1NC(=O)COC(=O)CCC(=O)c1cccs1
→ -0.77	i
36) CS(C)(=O)=NS(=O)(=O)c1ccc(Cl)cc1
→ 0.51	i
37) CCOC(=O)N1CCN(S(=O)(=O)c2cc([N+](=O)[O-])c(C)cc2C)CC1
→ 1.1	i
38) CN1C(=O)/C(=C/c2ccccc2OCc2cccc(F)c2)NC1=S
→ 0.3	i
39) CCCCCCC(=O)Nc1c2c(nc3ccccc13)N(C)CC2
→ -0.08	i
40) COc1ccc(NS(=O)(=O)c2ccc(Oc3c(C#N)cccc3C#N)cc2)cc1
→ -0.13	i
41) COc1ccc(Cl)cc1/C=N/NC(=O)c1c(-c2ccccc2)noc1C
→ -0.17	-6.2*
42) O=C(NCCN1CCOCC1)C1CCN(S(=O)(=O)N2CCCCC2)CC1
→ -0.58	i
43) O=C(Nc1ccccc1)C1=C[C@H](c2coc3ccccc3c2=O)C[C@H](OCCCCO)O1
→ 1.1	i
44) Cc1ccc(Oc2ccc(OCC(=O)NC3CCS(=O)(=O)C3)cc2)cc1 (stereo not given)
→ 2	i
45) O=C(Cn1ncn2c(cc3ccccc32)c1=O)NCCC1=CCCCC1
→ 1.9	i
46) COc1cccc(N=Nc2c(=O)[nH]n3c(C)cc(C)nc23)c1
→ 3.9	i
47) COCCN(C(=S)Nc1ccc(OC)cc1)C1CCN(C(C)=O)CC1
→ 0.03	i
48) CCCn1c(=N)c(S(=O)(=O)c2ccc(F)cc2)cc2c(=O)n3ccccc3nc21
→ 1.2	i
49) O=C(C1=C(O)C(=O)N(CCN2CCOCC2)C1c1ccc([N+](=O)[O-])cc1)c1cccs1 (stereo not given)
→ 1.6	i
50) COc1ccc(/C(=C/c2ccc(OC(F)F)c(OC)c2)C(=O)O)cc1OC
→ 2.9	i
51) Cc1ccc(S(=O)(=O)N(Cc2ccccc2)c2ccccc2C(=O)N2CCCCC2)cc1
→ -2.7	i
52) Cc1ccc(NC(=S)NCc2ccc(Cl)cc2)c(C)c1
→ -1.3	i
53) Cc1cc(-c2nc(C)c(C(=O)NNC(=O)NC(C)C)s2)no1
→ -0.73	i
54) O=C(NCc1ccc(F)cc1)C1CCN(C(=O)Nc2ccc(F)cc2)CC1
→ 0.93	i
55) COc1ccccc1Nc1nc(-c2cccc([N+](=O)[O-])c2)nc2ccccc12
→ 0.2	i
56) Cn1cnc(S(=O)(=O)N2CCN(C(c3ccc(F)cc3)c3ccc(F)cc3)CC2)c1
→ 1.6	i
57) COc1cccc(OC(=O)c2cc3ccccc3oc2=O)c1
→ 0.96	i
58) CCC1(C)OCC(Cn2c3ccccc3c3ccccc32)O1 (stereo not given)
→ -0.81	i
59) CCCC(=O)C1=C(O)C(C(=O)OC)C(C)(C)CC1=N (stereo not given)
→ -1.5	i
60) Cc1ccc(-c2nnc(-c3cc(C)on3)o2)cc1
→ -0.37	i

(next part)
Below each compound: Kir21 block	KCNQ2 inh
61) Cc1nnc(SCC(=O)NC(=O)NC(C)C)s1
→ -0.86	i
62) O=S(=O)(Cc1ccco1)Cc1nc(-c2ccc(Cl)cc2)cs1
→ 0.45	i
63) COc1ccc(CNC(=O)c2cnn3c(C(F)F)cc(C)nc23)cc1
→ 0.27	i
64) CCOc1cc(/C=C2\NC(=O)NC2=O)ccc1OC(C)C(=O)O (stereo not given)
→ -0.12	i
65) Cc1ccc(S(=O)(=O)N(C)c2ccc(OCC(=O)Nc3nc4c(ccc5ccccc54)s3)cc2)cc1
→ -0.36	i
66) CCCS(=O)(=O)NCCc1cc2ccc(C)cc2[nH]c1=O
→ -0.11	i
67) O=C(Cn1cnc2c(nnn2-c2ccccc2)c1=O)N1CCC(Cc2ccccc2)CC1
→ -0.12	i
68) C=CCn1c(SC2CCOC2=O)nc2scc(C3CC3)c2c1=O (stereo not given)
→ -0.83	i
69) CC(=O)NC(CCS(C)(=O)=O)C(=O)Nc1ccccc1C (stereo not given)
→ -1.3	i
70) O=C(NC1CCN(C(=O)c2ccccc2Br)CC1)c1ccccc1
→ 0.01	i
71) NC(=O)C1CC=CCC1C(=O)OCC(Cl)=C(Cl)Cl (stereo not given)
→ 0.57	i
72) COc1ccc(NS(=O)(=O)c2ccc3oc(=S)[nH]c3c2)cc1
→ 0.77	i
73) CCCCN(CC)C(=O)CSc1nc2ccccc2c(=O)n1CC1COc2ccccc2O1 (stereo not given)
→ 1.4	i
74) CC(=O)Nc1ccc(S(=O)(=O)N2CCN(C(=O)Cc3ccccc3)CC2)cc1
→ 0.24	i
75) CCOc1ccc(-c2c(C)n([O-])c3c([n+]2=O)CCCCC3)cc1
→ -0.44	i
76) COc1ccc(CC(=O)NCc2ccc3c(c2)cc(C)n3C)cc1OC
→ -1.3	i
77) CC1=NOC(=O)/C1=C\c1ccc(-c2ccc(Br)cc2)o1
→ 0.93	i
78) Cc1ccc(NC(=O)C2CCN(C(=O)c3ccco3)CC2)cc1
→ 1.6	i
79) C=CCSc1nc2ccccc2n1Cc1nnc(-c2cccs2)o1
→ 0.36	i
80) CCCCNC(=O)CSc1nc2ccccc2c(=O)n1Cc1ccc2c(c1)OCO2
→ -0.06	i
81) COC(=O)/C(C#N)=C/c1c(Oc2cc(C)cc(C)c2)nc2c(C)cccn2c1=O
→ -2.5	i
82) O=C(c1ccco1)N1CCN(C(=O)C2CC(c3ccc(Cl)cc3)=NO2)CC1 (stereo not given)
→ 0.16	i
83) CC1CCC(C(C)C)C2=C1C(C#N)(C#N)C(C#N)(C#N)C(c1ccccc1)N2 (stereo not given)
→ -1.9	-7.8*
84) COCCn1c(SCC(=O)Nc2cc(C)cc(C)c2)nnc1C(C)C
→ -0.95	i
85) Cc1ccccc1CC(=O)NC1CCN(C)CC1
→ 0.07	i
86) CS(=O)(=O)NN1C(=O)c2ccccc2NC1c1c[nH]c2ccccc12 (stereo not given)
→ -0.22	i
87) Nc1ccn(Cc2cccc(Cl)c2)n1
→ 2.8	i
88) O=C(COc1ccc2c(c1)CCC2)N1CCN(c2ccc(F)cc2)CC1
→ 0.88	i
89) Cc1ccc2nc(/C(C#N)=C/c3cn[nH]c3-c3ccc(F)cc3)[nH]c2c1
→ -1.6	i
90) Cc1ccc(S(=O)(=O)N2CCCCC2)cc1NC(=O)CNCc1ccco1
→ 0.31	i
91) Cc1cc(C)nc(NS(=O)(=O)c2cccs2)c1
→ 0.92	i
92) CN(C)c1ccc(/C=N\Nc2nc(-c3ccccc3)cc(=O)[nH]2)cc1
→ -0.63	i
93) CCOc1cc(C=O)ccc1OS(=O)(=O)c1ccc(NC(C)=O)cc1
→ -0.3	i
94) O=C(CNc1n[nH]c(=O)[nH]c1=O)N/N=C/C=C/c1ccccc1
→ -3.7	i
95) NNC(=O)c1ccc(Cn2cc(Cl)cn2)cc1
→ 0.37	i
96) CS(=O)(=O)c1ccc2nc(NC(=O)c3ccc(Cl)nc3)sc2c1
→ 1.2	i
97) CC(OC(=O)C1CC1C)C(=O)Nc1ncc(Cl)cc1Cl (stereo not given)
→ 2.3	i
98) COC(=O)C1=NN(c2ccccc2)C2(S1)S/C(=C\c1ccccc1)C(=O)N2c1ccccc1 (stereo not given)
→ 0.12	i
99) CC(NC(=O)COC(=O)/C=C/c1cccc(C(F)(F)F)c1)c1ccccc1 (stereo not given)
→ 0.92	i
100) CC1Cc2nc(SCC(=O)NCc3ccco3)n(-c3ccccc3)c(=O)c2S1 (stereo not given)
→ -0.47	i

Some values from the results shown.
Result for COCCn1c(SCC(=O)Nc2cc(C)cc(C)c2)nnc1C(C)C under Kir21 block: -0.95
Result for CS(=O)(=O)NN1C(=O)c2ccccc2NC1c1c[nH]c2ccccc12 (stereo not given) under Kir21 block: -0.22

The listing continues.
Below each compound: Kir21 block	KCNQ2 inh
101) CCOC(=O)c1ccc(NC(=O)C2CCCN(S(=O)(=O)c3cnc[nH]3)C2)cc1 (stereo not given)
→ 0.08	i
102) COc1ccc(CCC(=O)Nc2nnc(C(F)(F)F)s2)cc1
→ 0.65	i
103) CCC(C)NC(=O)CC(c1ccc(OC)cc1)n1cccc1 (stereo not given)
→ 0.41	i
104) O=C(NNc1cccc(Cl)n1)Nc1cccc(Cl)c1
→ 0.65	i
105) COc1ccc(C(=O)NCC(=O)N=Nc2c(O)n(Cc3ccccc3)c3ccccc23)cc1OC
→ 0.01	i
106) Cn1c(=O)oc2cc(S(=O)(=O)CCC(=O)N3CCN(c4ccccc4F)CC3)ccc21
→ -2.3	i
107) Cc1cccc(-n2c(Cc3cc(=O)[nH]c(=O)[nH]3)nnc2SCC(=O)N2CCc3ccccc32)c1
→ -0.73	i
108) CCOC(=O)c1c(S(=O)(=O)NCC(=O)Nc2cc(C)ccc2C)c(C)n(C)c1C
→ 0.81	i
109) COc1ccc(S(=O)(=O)N(C)CC(=O)NCCCn2ccnc2)cc1Cl
→ 0.56	i
110) CC1=NN(c2ccccc2)C(=O)C1C=Nc1ccc(N(C)C)cc1 (stereo not given)
→ -1.4	i
111) NS(=O)(=O)c1cccc(NC(=O)Cn2cc(C(F)(F)F)cc(Cl)c2=O)c1
→ 0.12	i
112) Cc1ccc(CN(C(=O)c2cc(=O)c3cc(Cl)c(C)cc3o2)C2CCS(=O)(=O)C2)cc1 (stereo not given)
→ 1.4	i
113) O=C1CCCC2=C1C(c1ccco1)Nc1ccc(C(=O)c3ccccc3)cc1N2 (stereo not given)
→ 0.1	i
114) CCc1cccc(NC(=O)CN(c2ccc(OC)cc2)S(=O)(=O)c2c(C)n[nH]c2C)c1
→ -0.03	i
115) Cc1ccccc1NC(=S)NCc1ccc2[nH]c3c(c2c1)CCCC3
→ -0.66	i
116) Cc1cc(C(=O)NCCc2ccc(S(N)(=O)=O)cc2)no1
→ -1.3	i
117) N#C/C(=C\c1ccc(-c2ccc([N+](=O)[O-])cc2)o1)C(=O)Nc1nc(-c2cccs2)cs1
→ 0.08	i
118) CCOc1ccc(N(CC(=O)NC2CCCCC2)C(=O)CSc2nnc(COc3ccccc3)o2)cc1
→ 1.5	i
119) CC/C(C)=N\Nc1nc(-c2cc3cc(OC)ccc3oc2=O)cs1
→ 0.51	i
